Compound activity from PubChem.
NSD2 inh: blocks human NSD2 histone methyltransferase activity; O96028; NSD2-SET H3K36me1 DELFIA fluorescence, biochemical; inhibition, % at 12.5 µM; 44,000 compounds, 0.07% hits; AID 624260; in the data active = inhibition above about 54%, passing the limit was not always enough;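 also: inhibitors reduce the monomethyl H3K36 fluorescence signal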
Target sequence (O96028 whole entry, looked up): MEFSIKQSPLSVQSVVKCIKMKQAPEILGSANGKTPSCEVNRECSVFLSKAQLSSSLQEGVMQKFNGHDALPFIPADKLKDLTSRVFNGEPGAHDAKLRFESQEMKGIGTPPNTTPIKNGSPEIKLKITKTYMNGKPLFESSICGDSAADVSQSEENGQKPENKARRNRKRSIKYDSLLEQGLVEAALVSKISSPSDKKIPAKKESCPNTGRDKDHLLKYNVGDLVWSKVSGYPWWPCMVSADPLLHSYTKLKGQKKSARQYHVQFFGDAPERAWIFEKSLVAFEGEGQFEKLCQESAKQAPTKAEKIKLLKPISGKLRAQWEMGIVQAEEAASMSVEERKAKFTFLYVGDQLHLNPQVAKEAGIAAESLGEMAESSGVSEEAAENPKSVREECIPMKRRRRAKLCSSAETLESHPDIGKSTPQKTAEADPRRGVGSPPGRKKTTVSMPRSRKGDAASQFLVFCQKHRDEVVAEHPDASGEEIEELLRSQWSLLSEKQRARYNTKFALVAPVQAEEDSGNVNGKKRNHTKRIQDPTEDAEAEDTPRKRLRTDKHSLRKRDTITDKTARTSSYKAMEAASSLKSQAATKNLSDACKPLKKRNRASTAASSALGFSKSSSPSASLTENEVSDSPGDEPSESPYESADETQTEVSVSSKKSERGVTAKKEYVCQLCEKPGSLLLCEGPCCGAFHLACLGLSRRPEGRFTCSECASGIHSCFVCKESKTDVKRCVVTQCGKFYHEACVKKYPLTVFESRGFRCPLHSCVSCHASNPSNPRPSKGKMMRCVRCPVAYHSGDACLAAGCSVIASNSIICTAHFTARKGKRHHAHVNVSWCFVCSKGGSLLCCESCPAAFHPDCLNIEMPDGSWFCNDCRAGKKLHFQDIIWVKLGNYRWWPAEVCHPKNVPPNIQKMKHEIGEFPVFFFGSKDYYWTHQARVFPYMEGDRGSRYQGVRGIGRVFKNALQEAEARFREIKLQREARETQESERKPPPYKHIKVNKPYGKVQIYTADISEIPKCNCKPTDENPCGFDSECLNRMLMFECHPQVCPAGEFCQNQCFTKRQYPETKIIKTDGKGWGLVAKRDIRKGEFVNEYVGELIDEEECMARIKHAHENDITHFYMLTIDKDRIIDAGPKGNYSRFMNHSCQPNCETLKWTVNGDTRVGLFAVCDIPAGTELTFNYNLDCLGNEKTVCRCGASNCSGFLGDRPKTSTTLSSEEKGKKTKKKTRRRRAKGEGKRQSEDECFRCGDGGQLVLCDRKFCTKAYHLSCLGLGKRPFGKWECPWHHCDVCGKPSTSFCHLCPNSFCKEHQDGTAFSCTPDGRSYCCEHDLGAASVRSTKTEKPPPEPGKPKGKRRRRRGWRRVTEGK
Active calls of the source: *. Only part of the results is shown. The share of hits here may be higher or lower than overall.

SMILES	NSD2 inh
C[C@H](CO)N1C[C@H](C)[C@H](CN(C)S(=O)(=O)c2ccc3c(c2)OCCCO3)OCc2cn(nn2)CCCC1=O	-3
Cc1noc(C)c1S(=O)(=O)Nc1ccc2c(c1)C(=O)N([C@H](C)CO)C[C@H](C)[C@@H](CN(C)Cc1ccc(C(=O)O)cc1)O2	2
C[C@@H]1CN([C@@H](C)CO)C(=O)c2cc(-c3ccccc3)cnc2O[C@@H]1CN(C)C(=O)Cc1ccccn1	-2
C[C@@H]1CN([C@@H](C)CO)S(=O)(=O)c2ccc(C#CCC3CCCC3)cc2O[C@H]1CN(C)C(=O)CC1CC1	0
CC(C)=CCc1c(O)c(CC=C(C)C)c2c(c1O)C(=O)CC(c1ccc(O)cc1O)O2 (centres undefined)	-3
C[C@@H]1CCCCO[C@H](CN(C)S(=O)(=O)c2ccc(Cl)cc2)[C@@H](C)CN([C@H](C)CO)C(=O)c2cc(NC(=O)Nc3ccc4c(c3)OCO4)ccc2O1	3
C[C@@H]1CN([C@@H](C)CO)C(=O)c2cc(NC(=O)Nc3ccc4c(c3)OCO4)ccc2O[C@H]1CN(C)Cc1ccc(Cl)c(Cl)c1	-8
CCCC#Cc1ccc2c(c1)O[C@@H](CN(C)Cc1ccccn1)[C@@H](C)CN([C@H](C)CO)S2(=O)=O	0
O=C(C[C@@H]1C[C@H]2c3cc(NC(=O)NC4CCCCC4)ccc3O[C@H]2[C@H](CO)O1)NCc1ccccc1	3
COCCOC(=O)N1C(=O)[C@@]2(c3cc(C#CCNC(N)=O)ccc31)[C@H](C(=O)N1CCc3cc(OC)c(OC)cc3C1)[C@H]1C(=O)O[C@H](c3ccccc3)[C@H](c3ccccc3)N1[C@@H]2c1ccccc1OCCO	-1
COc1ccc(CCNC(=O)[C@@]2(Cc3ccccc3I)c3ccccc3C(=O)N(Cc3ccccc3OC)[C@H]2c2ccc(CO)cc2)cc1	-5
COc1ccc(-c2ccc3c(c2)O[C@H](CN(C)Cc2cccnc2)[C@H](C)CN([C@H](C)CO)S3(=O)=O)cc1	4
O=C1CC(c2ccc(O)c(O)c2)Oc2c1ccc(O)c2O (centres undefined)	45
C[C@H]1CN([C@@H](C)CO)S(=O)(=O)c2ccc(-c3ccccc3)cc2O[C@H]1CN(C)S(=O)(=O)c1ccccc1F	18
CCCNC(=O)N(C)C[C@@H]1Oc2cc(-c3ccncc3)ccc2S(=O)(=O)N([C@H](C)CO)C[C@H]1C	20
C[C@@H]1CN([C@H](C)CO)C(=O)Cc2cc(NC(=O)Nc3ccccc3)ccc2O[C@@H]1CN(C)Cc1ccncc1	-2
Cc1noc(C)c1S(=O)(=O)Nc1ccc2c(c1)C(=O)N([C@@H](C)CO)C[C@H](C)[C@H](CN(C)Cc1ccc(Cl)c(Cl)c1)O2	8
C[C@@H]1CN([C@H](C)CO)C(=O)c2cccc(NC(=O)c3nc4ccccc4s3)c2O[C@@H]1CN(C)C(=O)Nc1ccccc1	0
C[C@@H]1CN([C@@H](C)CO)C(=O)c2cc(-c3cccnc3)cnc2O[C@H]1CN(C)C	5
COc1cc(O[C@@H]2O[C@H](CO)[C@@H](O)[C@H](O)[C@H]2O)cc2occ(-c3ccc(O)cc3)c(=O)c12	3
C[C@@H]1CN([C@@H](C)CO)C(=O)c2cc(NC(=O)c3ccncc3)ccc2O[C@@H]1CN(C)S(=O)(=O)c1ccc(F)cc1	0
COCCNC(=O)C[C@H]1C[C@H]2c3cc(NS(=O)(=O)c4ccc(F)cc4)ccc3O[C@H]2[C@@H](CO)O1	1
O=C(C[C@H]1C[C@H]2c3cc(NC(=O)Nc4ccccc4F)ccc3O[C@H]2[C@H](CO)O1)NCc1cc(F)ccc1F	2
O=C(Nc1ccccc1)c1cc([N+](=O)[O-])ccc1Cl	4
Cc1noc(C)c1S(=O)(=O)Nc1ccc2c(c1)C(=O)N([C@@H](C)CO)C[C@@H](C)[C@@H](CN(C)Cc1ccc(C(F)(F)F)cc1)OCCCC[C@H](C)O2	1
C[C@@H]1CCCCO[C@@H](CN(C)S(=O)(=O)c2ccc(Cl)cc2)[C@@H](C)CN([C@@H](C)CO)C(=O)c2cc(NC(=O)Cc3ccccc3)ccc2O1	0
C[C@@H]1CN([C@@H](C)CO)C(=O)c2cc(NC(=O)Nc3ccc(C(F)(F)F)cc3)ccc2O[C@@H](C)CCCCO[C@@H]1CN(C)C(=O)Nc1ccc2c(c1)OCO2	-2
C[C@H]1CN([C@@H](C)CO)C(=O)c2cc(NC(=O)Cn3cnnn3)ccc2O[C@@H]1CN(C)C(=O)Nc1ccc(F)cc1	2
C[C@H]1CN([C@@H](C)CO)S(=O)(=O)c2ccc(C#CC3CC3)cc2O[C@@H]1CN(C)Cc1ccccc1	-1
CNC[C@H]1Oc2ccc(NS(=O)(=O)c3ccc(OC)cc3)cc2CC(=O)N([C@@H](C)CO)C[C@@H]1C	-1
COc1ccc(NC(=O)Nc2ccc3c(c2)C(=O)N([C@H](C)CO)C[C@H](C)[C@@H](CN(C)C(=O)C2CCCCC2)OCCCC[C@@H](C)O3)cc1	5
[N-]=[N+]=Nc1ccc(C[C@H]2C(=O)O[C@@H](Cc3ccccc3)[C@H]3C=C(/C=C/C4CC4)CN32)cc1	18
COC(=O)C(CC#Cc1ccc2c(c1)[C@]1(C(=O)N2)[C@H](C(=O)Nc2nc3ccccc3s2)[C@H]2C(=O)O[C@H](c3ccccc3)[C@H](c3ccccc3)N2[C@@H]1c1ccccc1OCCO)C(=O)OC	-8
C[C@H]1CN([C@@H](C)CO)S(=O)(=O)c2ccc(-c3ccccc3F)cc2O[C@H]1CN(C)Cc1ccncc1	0
C[C@H]1CN([C@@H](C)CO)C(=O)Cc2cc(NC(=O)CCC(F)(F)F)ccc2O[C@H]1CN(C)S(=O)(=O)c1ccccc1	7
C[C@H](CO)N1C[C@H](C)[C@@H](CN(C)C(=O)Nc2ccc(C(F)(F)F)cc2)Oc2ccc(NS(=O)(=O)c3ccccc3)cc2C1=O	-9
C[C@H]1CN([C@@H](C)CO)C(=O)c2cccc(NS(=O)(=O)c3ccc(F)cc3)c2O[C@H]1CN(C)C(=O)Nc1cccc2ccccc12	0
C[C@@H]1CN([C@H](C)CO)C(=O)c2cc(NC(=O)Cc3ccccc3)ccc2O[C@H]1CN(C)S(=O)(=O)c1ccc(F)cc1	3
COc1ccc(S(=O)(=O)N(C)C[C@@H]2Oc3c(NC(=O)Nc4ccccc4)cccc3C(=O)N([C@H](C)CO)C[C@@H]2C)cc1	1
[O-]/[N+](=N\OCCBr)N1CCCC1	1
C[C@@H]1CN([C@@H](C)CO)C(=O)c2cccc(NS(C)(=O)=O)c2O[C@@H]1CN(C)S(=O)(=O)c1cn(C)cn1	5
CN(C)CC(=O)Nc1ccc2c(c1)[C@@H]1C[C@H](CC(=O)N3CCCCC3)O[C@@H](CO)[C@@H]1O2	4
COc1ccc(S(=O)(=O)Nc2ccc3c(c2)C(=O)N([C@H](C)CO)C[C@@H](C)[C@H](CN(C)C(=O)NC(C)C)O3)cc1	3
C[C@H]1CN([C@@H](C)CO)C(=O)Cc2cc(NS(=O)(=O)c3ccc(F)cc3)ccc2O[C@H]1CN(C)S(=O)(=O)c1ccc(F)cc1	5
CNC[C@H]1Oc2ccc(NC(=O)Cc3cn(C)c4ccccc34)cc2C(=O)N([C@H](C)CO)C[C@H]1C	-3
C[C@@H]1CN([C@@H](C)CO)S(=O)(=O)c2ccc(C#CCN(C)C)cc2O[C@@H]1CN(C)Cc1cccnc1	-3
C[C@H]1CN([C@@H](C)CO)C(=O)c2cc(C#CC3CC3)cnc2O[C@@H]1CN(C)C(=O)c1ccccc1	3
CSc1scc(N)c1S(=O)(=O)C(C)C	-6
C[C@@H]1CN([C@@H](C)CO)C(=O)c2cc(NC(=O)Nc3cccc4ccccc34)ccc2O[C@@H](C)CCCCO[C@@H]1CN(C)S(=O)(=O)c1ccccc1	4
C[C@H]1CN([C@@H](C)CO)C(=O)c2cc(NC(=O)Nc3ccc4c(c3)OCO4)ccc2O[C@@H]1CN(C)S(=O)(=O)c1ccccc1	8
C[C@@H]1CN([C@H](C)CO)C(=O)c2cc(NC(=O)Nc3ccc(F)cc3)ccc2O[C@@H](C)CCCCO[C@H]1CN(C)C(=O)Nc1ccccc1	-1
C[C@@H]1CCCCO[C@@H](CN(C)C(=O)c2ccncc2)[C@H](C)CN([C@H](C)CO)C(=O)c2cc(NC(=O)CCC(F)(F)F)ccc2O1	2
C[C@@H]1CCCCO[C@@H](CN(C)C(=O)NC2CCCCC2)[C@@H](C)CN([C@@H](C)CO)C(=O)c2cc(NC(=O)NC3CCCCC3)ccc2O1	-3
C/C=C/c1ccc2c(c1)O[C@H](CN(C)C(=O)CC)[C@H](C)CN([C@H](C)CO)S2(=O)=O	5
C[C@H]1CCCCO[C@H](CN(C)Cc2ccccc2)[C@@H](C)CN([C@@H](C)CO)C(=O)c2cc(NS(C)(=O)=O)ccc2O1	-4
C/C=C/c1ccc2c(c1)O[C@H](CN(C)C(=O)c1ccccc1)[C@@H](C)CN([C@H](C)CO)S2(=O)=O	6
C[C@H](CO)N1C[C@H](C)[C@@H](CN(C)CC2CCCC2)Oc2ncc(Br)cc2C1=O	7
COCC#Cc1cnc2c(c1)C(=O)N([C@H](C)CO)C[C@@H](C)[C@@H](CN(C)C(=O)Cc1ccccc1)O2	1
Cc1ccc(S(=O)(=O)Nc2ccc3c(c2)C(=O)N([C@@H](C)CO)C[C@H](C)[C@@H](CN(C)C(=O)NC(C)C)OCCCC[C@@H](C)O3)cc1	-2
O=C(N/N=C/c1ccc(O)c(O)c1)c1ccccn1	0
(continued)
SMILES	NSD2 inh
C[C@@H]1CCCCO[C@H](CN(C)S(C)(=O)=O)[C@@H](C)CN([C@@H](C)CO)C(=O)c2cc(NC(=O)Nc3ccc(F)cc3)ccc2O1	1
C[C@@H]1CN([C@H](C)CO)C(=O)c2cc(NS(=O)(=O)c3ccccc3)ccc2O[C@@H](C)CCCCO[C@H]1CN(C)Cc1ccc2c(c1)OCO2	-4
CC(C)N1CCN(c2ccc(C(=O)c3c(-c4ccc(O)cc4)sc4cc(O)ccc34)cc2)CC1	6
Cc1ccc(-c2ccc3c(c2)O[C@@H](CN(C)C(=O)Nc2ccccc2)[C@H](C)CN([C@@H](C)CO)S3(=O)=O)cc1	-4
C[C@@H]1CCCCO[C@H](CN(C)S(=O)(=O)c2ccccc2)[C@H](C)CN([C@H](C)CO)C(=O)c2cc(NC(=O)C3CCCCC3)ccc2O1	-2
COc1cccc(C#Cc2cnc3c(c2)C(=O)N([C@@H](C)CO)C[C@H](C)[C@@H](CN(C)C(=O)C2CCC2)O3)c1	1
CC(C)C#Cc1cnc2c(c1)C(=O)N([C@@H](C)CO)C[C@H](C)[C@@H](CN(C)Cc1ccccn1)O2	8
O=C(CCCCCCC(=O)Nc1ccccc1O)N/N=C/c1ccccc1O	4
C[C@H]1CN([C@@H](C)CO)C(=O)Cc2cc(NC(=O)Cn3cnnn3)ccc2O[C@@H]1CN(C)C(=O)Nc1ccccc1	3
CC(=O)N(C)C[C@H]1Oc2ncc(C#Cc3cccnc3)cc2C(=O)N([C@H](C)CO)C[C@H]1C	8
O=C(CCCCCC(=O)N/N=C/c1cccs1)NO	23
Cc1cc(C)nc(Nc2n[nH]c(-c3ccccc3C)n2)n1	-6
C[C@H]1CCCCO[C@H](CN(C)C(=O)C2CCCCC2)[C@@H](C)CN([C@@H](C)CO)C(=O)c2cc(NC(=O)Nc3ccc(F)cc3)ccc2O1	-3
Cc1cccc(C)c1Nc1c(CN2C(=O)c3ccccc3C2=O)nc2ccc(Br)cn12	0
COc1ccc(-c2cnc3c(c2)C(=O)N([C@H](C)CO)C[C@@H](C)[C@H](CN(C)C)O3)cc1	1
O=c1[nH]c(=O)c2cc(Br)ccc2[nH]1	6
Cc1noc(C)c1S(=O)(=O)N(C)C[C@@H]1Oc2ccc(NC(=O)Cc3ccccc3)cc2CC(=O)N([C@H](C)CO)C[C@H]1C	6
CC(C)c1ccc2c(c1)CC[C@H]1[C@](C)(CN)CCC[C@]21C	13
C[C@@H]1CN([C@@H](C)CO)C(=O)c2cccc(NC(=O)C3CCOCC3)c2O[C@H]1CN(C)C(=O)Nc1ccc(F)cc1	1
COc1ccc(S(=O)(=O)N(C)C[C@@H]2Oc3ccc(NC(=O)Cc4ccccc4)cc3C(=O)N([C@H](C)CO)C[C@H]2C)cc1	0
C[C@H]1CN([C@@H](C)CO)C(=O)Cc2cc(NC(=O)c3ccncc3)ccc2O[C@H]1CN(C)Cc1ccc(C(F)(F)F)cc1	-8
Cc1ccc(S(=O)(=O)N(C)C[C@@H]2Oc3c(NC(=O)Nc4ccc(F)cc4)cccc3C(=O)N([C@@H](C)CO)C[C@H]2C)cc1	-3
COCC(=O)Nc1ccc2c(c1)[C@@H]1C[C@H](CC(=O)NCc3cccnc3)O[C@@H](CO)[C@@H]1O2	8
